# From PubChem
# NS5 inhibitors = Dengue-2 NS5 methyltransferase inhibitors, primary screen, biochemical, confirmation dose response (AID 588689); Dengue-2 NS5 methyltransferase capping enzyme assay, biochemical; higher % means a stronger effect; one-dose inhibition, % at 25 µM; IC50 in µM for titrated hits; actives 0.3% (n = 340,000); in the data active = a potency from the dose series
# NS5 inhibitors pilot replicate = also measured in NS5 inhibitors; calls as there; inhibition, %; measured here: pilot screen replicate inhibition
# Numbers without * were called inactive.
SMILES,NS5 inhibitors,others
COc1ccc(C(=O)NNC(=O)c2ccc3ccccc3n2)cc1,-4%,
CCc1cc(-c2nnn(CCC3COCCO3)c2CC)ccc1-c1cn(CCc2c[nH]c3ccccc23)nn1 (stereo not given),0%,
C#CCOCCOCCOCCNc1nc(N2CCOCC2)nc(N2CCN(C(=O)CCCCCCCCCCNC(=O)[C@H](CO)n3cc(CCCSC)nn3)CC2)n1,-7%,
C[C@@H]1CN([C@@H](C)CO)C(=O)c2cc(NC(=O)C3CCCCC3)ccc2O[C@@H](C)CCCCO[C@H]1CN(C)S(=O)(=O)c1ccc(Cl)cc1,-6%,
Nn1c(SCC(=O)Nc2ccccc2)nnc1C1CCCCC1,-4%,
COc1ccccc1CN(C)C(=O)CSc1nnc(C2CC2)n1C1CC1,4%,
Cc1cc(N2CCN(C)CC2)nc2ccc(NC(=O)CCC(=O)NCCC3=CCCCC3)cc12,-24%,
O=C1NC(=S)NC1(c1ccccc1)c1ccccc1,-5%,
Cc1nc(-c2ccc(F)cc2)c(CC(=O)N(C)CC(=O)Nc2ccc(F)cc2)s1,-2%,
O=C(NCCc1ccc(OC(F)F)cc1)C1CC(=O)N(c2ccc3c(c2)OCCO3)C1 (stereo not given),6%,
c1nc(NCc2ccc3c(c2)OCO3)c2cc(-c3ccoc3)ccc2n1,-4%,
C=CC[C@@H](CC(=O)N[C@H](CO)Cc1ccccc1)C(=O)N[C@H](COC(=O)[C@@H](CC=C)Cc1ccc(F)cc1)C(C)(C)C,-7%,
COc1ccc(NC(=O)COc2ccc(N(C)S(=O)(=O)c3ccc(Cl)cc3)cc2)cc1,-6%,
CN(c1ccccc1)S(=O)(=O)c1ccccc1Br,0%,
Cc1cc(Br)ccc1SCC(=O)OCC(=O)Nc1ccc2[nH]c(=O)[nH]c2c1,-5%,
Cc1cc(NC(=O)CN(C)CC(=O)Nc2ccc(Cl)c(C(F)(F)F)c2)no1,3%,
O=C(CN1C(=O)C2CC=CCC2C1=O)Nc1ccc(OC(F)(F)F)cc1 (stereo not given),-10%,
Cc1ccc2nc(-c3ccc(NC(=S)NCC(C)(C)CN(C)C)cc3)sc2c1,1%,
O=C(COC(=O)c1n[nH]c(=O)c2ccccc12)NCc1ccccc1,-4%,
O=C(NCC(c1ccco1)N1CCc2ccccc2C1)c1ccccc1Br (stereo not given),-9%,
Nc1c(C(=O)NC2CCCC2)c2nc3ccccc3nc2n1/N=C/c1cccnc1,-7%,
Cc1ccc(S(=O)(=O)NC(=S)c2ccccc2)cc1,-14%,
Cc1ccc(C(=O)NCC(c2ccco2)N2CCc3ccccc32)cc1C (stereo not given),4%,
Cc1cc(NC(=O)C(C)SCC(=O)N(C)CC(=O)Nc2ccccc2C(F)(F)F)no1 (stereo not given),5%,
CCc1ccc(OCC(=O)NNC(=O)c2c(CC)noc2C)cc1,6%,

# (continued)
SMILES,NS5 inhibitors,others
COc1ccccc1N1CCN(C(=O)c2cccc(S(=O)(=O)Nc3ccccc3F)c2)CC1,-4%,
CCCC1NC(=O)c2cccnc2-n2c1nc1ccccc1c2=O (stereo not given),-3%,
COc1ccc(C(=O)N(C)CCOc2ccc(Cl)cc2)cc1S(=O)(=O)N1CCCC1,-7%,
CCOC(=O)C1CCCN(C(=O)c2cc(S(=O)(=O)N3CCCCCC3)ccc2OC)C1 (stereo not given),-4%,
CSc1ccccc1NC(=O)c1cnc2sc(C)cn2c1=O,-5%,
COC(=O)C1C(OC)=CC(=O)C2CCCCC21 (stereo not given),3%,
Cc1ccc(C(=O)NNC(=O)c2cccc(S(=O)(=O)N3CCOCC3)c2)cc1,-4%,
O=C(COC(=O)c1ccc(S(=O)(=O)N2CCCC2)cc1)Nc1cccc(Cl)c1,-4%,
O=C(COC(=O)CNC(=O)c1ccccc1Cl)NC1CCCC1,-3%,
C[C@H](CO)N1C[C@H](C)[C@@H](CN(C)Cc2ccc3c(c2)OCO3)Oc2ccc(NC(=O)Cn3cnnn3)cc2C1=O,-3%,
O=C(CCN=C1NS(=O)(=O)c2ccccc21)NCc1ccccc1F,9%,
COc1cccc(N2CCN(C(=O)CN3C(=O)NC(C)(c4ccc5ccccc5c4)C3=O)CC2)c1 (stereo not given),-1%,
C=CCNCc1ccc(C(=O)NCCCCCCC)cc1[N+](=O)[O-],-3%,
CCN(CC)c1ccc(NC(=O)COC(=O)C2CCN(c3ccc(C(F)(F)F)cn3)CC2)cc1,3%,
COc1ccc(C)c2sc(N(CCN(C)C)C(=O)c3ccc(S(=O)(=O)N(C)c4ccccc4)cc3)nc12,-4%,
CC(Oc1ccc(Cl)cc1Cl)C(=O)OCC(=O)c1c(N)n(C)c(=O)n(C)c1=O (stereo not given),0%,
Cc1ccc(NC(=O)CN(C)C(=O)COC(=O)c2ccc(NC(=O)CC#N)cc2)cc1,-2%,
O=C1[C@H]2[C@@H](c3ccc(F)cc3)N3C(=O)N(c4ccc(C(F)(F)F)cc4)C(=O)[C@@]3(Cc3ccccc3)[C@H]2C(=O)N1C1CCCCC1,-2%,
CC(OC(=O)c1ccc(F)c(S(=O)(=O)N2CCOCC2)c1)C(=O)NCC1CCCCC1 (stereo not given),-2%,
O=[N+]([O-])c1cccc(S(=O)(=O)/N=C(/Nc2ccccc2)c2ccccc2)c1,6%,
COc1ccc(CNC(=O)c2cc(S(=O)(=O)N3CCCCC3)ccc2Cl)cc1OC,-5%,
CC(=O)c1cccc(OCC(=O)N(C)CC(=O)NCc2ccco2)c1,6%,
CCc1noc(C)c1C(=O)N(C)CC(=O)Nc1ccc(Br)cc1C,-1%,
O=C(Cc1cccc(NC(=O)C2CCCN(C(=O)CCc3ccccc3)C2)c1)Nc1cccc(C(=O)N2CCCC2)c1 (stereo not given),-7%,
CCCCn1c(SCC(=O)NNC(=O)c2ccccc2)n[nH]c1=O,4%,

# Next part:
SMILES,NS5 inhibitors,others
CNc1ncnc(Sc2nc(N)nc3nc[nH]c23)c1[N+](=O)[O-],-31%,
COc1ccc(-c2cn(CCN)c(-c3ccncc3)n2)cc1,-3%,
COc1ccc(CC(=O)N[C@@H]2c3cc(OC)c(OC)cc3C[C@H]2OCc2ccccc2)cc1,-3%,NS5 inhibitors pilot replicate=1.2
O=C(CCNC(=O)c1ccc(Cl)cc1)NCc1ccco1,4%,
CC(=O)Nc1ccc(S(=O)(=O)NCCC(=O)N2CCC(Cc3ccccc3)CC2)cc1,-6%,
COc1ccc(C(=O)NC(=O)CSc2nc3nc(C)cc(C)n3n2)cc1,-1%,
C#CCN(C[C@H]1[C@H](OC(=O)Nc2cccs2)[C@H](OC(=O)Nc2cccs2)C[C@H]2C(=O)N(c3ccccc3)C(=O)[C@@H]12)S(=O)(=O)c1ccc(C)cc1,2%,
CC(=O)Nc1ccc(NC(=O)COC(=O)CCNS(=O)(=O)c2c(Cl)cccc2Cl)cc1,0%,
Cc1ccc(C)c(C(=O)CCC(=O)OCn2nnc3ccccc3c2=O)c1,-8%,
CSc1cccc(N2CC(C(=O)Nc3cccc(S(=O)(=O)N4CCCC4)c3)CC2=O)c1 (stereo not given),1%,
Cc1ccc(C(=O)N2CCN(c3ccccc3O)CC2)cc1S(=O)(=O)N1CCCCC1,1%,
Cc1c(Cl)cccc1NC(=O)CNC(=O)CCS(=O)(=O)c1ccc(F)cc1,-7%,
O=C(Nc1ccccc1C(=O)NC1CC1)c1ccc([N+](=O)[O-])o1,0%,
COc1ccccc1NS(=O)(=O)c1ccc(C(=O)NCc2ccco2)cc1,-2%,
CC[C@]12c3[nH]c4ccccc4c3CCN1C(=O)C(CC(=O)NCCCn1ccnc1)C[C@@H]2C(=O)N1CCN(C(=O)C2CC2)CC1 (stereo not given in full),-9%,NS5 inhibitors pilot replicate=-4.6
CCC(C)(C)C1CCC2(CC1)NC(=O)N(CC(=O)N1CCN(C(=O)c3ccco3)CC1)C2=O (stereo not given),-2%,
COCCCNC(=O)C[C@H]1C[C@H](C(=O)N2CCOCC2)[C@@]2(C)c3[nH]c4cc(CCC(=O)N(C)C)ccc4c3CCN2C1=O,-1%,
Cc1cc(C)c(NC(=O)C2CCN(S(C)(=O)=O)CC2)c(C)c1,0%,
C[C@H]1Cn2cnc(C(=O)Nc3ccccc3)c2C(=O)N1,7%,
COc1ccc(OC)cc1,-6%,
O=C(NCC(c1ccco1)N1CCOCC1)c1c(F)cccc1F (stereo not given),7%,
CC1(CCc2ccccc2)NC(=O)N(CC(=O)N2CCc3ccccc32)C1=O (stereo not given),1%,
CCOC(=O)c1c(C)[nH]c(C)c1C(=O)COC(=O)/C=C/c1ccco1,-9%,
O=C(COC(=O)Cn1cnc2ccccc2c1=O)NCc1ccccc1,-1%,
O=C(COC(=O)Cc1ccc(Br)cc1)Nc1ccc(N2CCOCC2)cc1,-11%,

# Next section.
SMILES,NS5 inhibitors,others
CCOC1CCCC(n2cnc3c(=S)nc[nH]c32)O1 (stereo not given),2%,
CS(=O)(=O)c1ccccc1C(=O)Nc1cc(Cl)ccc1-n1cncn1,4%,
COc1ccc([C@@]23Oc4cc(OC)cc(OC)c4[C@]2(O)[C@H](O)[C@H](C(=O)N(C)C)[C@H]3c2ccccc2)cc1,4%,
COc1ccc(NC(=O)N(C)C[C@H]2Oc3c(NC(=O)Nc4c(C)noc4C)cccc3C(=O)N([C@H](C)CO)C[C@@H]2C)cc1,-7%,NS5 inhibitors pilot replicate=-12
O=C(Cc1ccccc1F)Nc1cc(S(=O)(=O)N2CCCC2)ccc1Cl,-9%,
O=C(Nc1cc(S(=O)(=O)N2CCOCC2)ccc1O)c1ccc(S(=O)(=O)N2CCCCC2)cc1,-2%,
COC(=O)C1=CO[C@@H](O)C2C(CO)=CCC12 (stereo not given in full),8%,
C[C@@H]1CN([C@@H](C)CO)C(=O)c2cc(Br)cnc2O[C@H]1CN(C)C(=O)c1cccc(F)c1,-6%,
Cc1ccc(C2(C)NC(=O)N(CC(=O)Nc3ccccc3N3CCCC3)C2=O)cc1 (stereo not given),-2%,
O=C(Cn1cc(C(F)(F)F)ccc1=O)N1CCCc2ccccc21,7%,
O=C(COC(=O)Cc1ccc(S(=O)(=O)N2CCOCC2)s1)Nc1ccccc1Cl,-10%,
COC(=O)c1c(-c2ccc(N(C)C)cc2)sc2ccc(OC)cc12,-6%,
O=C(Oc1ccc[nH]c1=O)c1ccc(F)cc1,4%,
O=C(NCC(=O)N1CCN(c2ccccc2O)CC1)c1cccs1,-1%,
CCOc1ccc(S(=O)(=O)NCCC(=O)NCCOc2ccccc2)cc1,4%,
CCc1sc(C(=O)N2CCc3cc(OC)c(OC)cc3C2CC(=O)O)cc1C (stereo not given),6%,
C[C@H]1CN([C@@H](C)CO)C(=O)c2cc(NC(=O)C3CCCCC3)ccc2O[C@H]1CN(C)S(=O)(=O)c1ccccc1,-2%,
Cc1onc(-c2c(F)cccc2Cl)c1C(=O)OCC(=O)NCc1ccccc1,2%,
c1csc(CNc2ncnc3ccc(-c4ccc5c(c4)OCO5)cc23)c1,-17%,
CN1CCN(c2nc3ccccc3nc2NS(=O)(=O)c2ccc(Br)cc2)CC1,10%,
C[C@H](NC(=O)c1nc[nH]c1C(=O)OCc1ccccc1)c1ccccc1,6%,
C[C@@H](NC(=O)c1nc[nH]c1C(=O)OCc1ccccc1)c1ccccc1,-2%,
O=C(CCNS(=O)(=O)c1ccccc1)OCc1nc2ccsc2c(=O)[nH]1,1%,
O=C(COc1ccccc1[N+](=O)[O-])NCC1(N2CCOCC2)CCCCC1,-2%,
Cc1n[nH]c(=O)c2c(NC(=O)CSc3nn(-c4ccc(F)cc4)c(=S)s3)oc(C)c12,9%,
COc1cc(C(C)=O)ccc1OCC(=O)Nc1ccc2nc(C)sc2c1,-2%,
O=C(CN1C(=O)NC(c2ccccc2)(c2ccccc2)C1=O)NCC(=O)Nc1ccc(F)cc1,0%,

# Gathered by group: the entries above containing an NH in an aromatic ring.
SMILES,NS5 inhibitors,others
CCc1cc(-c2nnn(CCC3COCCO3)c2CC)ccc1-c1cn(CCc2c[nH]c3ccccc23)nn1 (stereo not given),0%,
Cc1cc(Br)ccc1SCC(=O)OCC(=O)Nc1ccc2[nH]c(=O)[nH]c2c1,-5%,
O=C(COC(=O)c1n[nH]c(=O)c2ccccc12)NCc1ccccc1,-4%,
CCCCn1c(SCC(=O)NNC(=O)c2ccccc2)n[nH]c1=O,4%,
CNc1ncnc(Sc2nc(N)nc3nc[nH]c23)c1[N+](=O)[O-],-31%,
CC[C@]12c3[nH]c4ccccc4c3CCN1C(=O)C(CC(=O)NCCCn1ccnc1)C[C@@H]2C(=O)N1CCN(C(=O)C2CC2)CC1 (stereo not given in full),-9%,NS5 inhibitors pilot replicate=-4.6
COCCCNC(=O)C[C@H]1C[C@H](C(=O)N2CCOCC2)[C@@]2(C)c3[nH]c4cc(CCC(=O)N(C)C)ccc4c3CCN2C1=O,-1%,
CCOC(=O)c1c(C)[nH]c(C)c1C(=O)COC(=O)/C=C/c1ccco1,-9%,
CCOC1CCCC(n2cnc3c(=S)nc[nH]c32)O1 (stereo not given),2%,
O=C(Oc1ccc[nH]c1=O)c1ccc(F)cc1,4%,
C[C@H](NC(=O)c1nc[nH]c1C(=O)OCc1ccccc1)c1ccccc1,6%,
C[C@@H](NC(=O)c1nc[nH]c1C(=O)OCc1ccccc1)c1ccccc1,-2%,
O=C(CCNS(=O)(=O)c1ccccc1)OCc1nc2ccsc2c(=O)[nH]1,1%,
Cc1n[nH]c(=O)c2c(NC(=O)CSc3nn(-c4ccc(F)cc4)c(=S)s3)oc(C)c12,9%,

# Some of the compounds tested. The share of hits here may be higher or lower than overall.
